Tau fluor cs: Counterscreen qHTS for Inhibitors of Tau Fibril Formation, Fluorescence Polarization | tau K18 P301L Alexa594 fluorescence, heparin fibrillization | Potency, µM (titrated, usually from 57.7 µM), for inactives: at the highest dose activity change, negative = decrease | actives 0.93% (n = 280,000) | AID 1463, 2008; note: nearly all actives have a fitted effect of over 55% in size
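Human tau K18 P301L (15 uM unlabeled, 0.24 uM Alexa 594-labeled) in 100 mM sodium acetate pH 7 with 20 uM heparin, 6 hr at 37 C. ThT 30 uM added, 1 hr ambient; Alexa 594 FP and total fluorescence read at 555/632 nm.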
TRb-SRC2 inh: qHTS for Inhibitors of the Interaction of Thyroid Hormone Receptor and Steroid Receptor Coregulator 2 | Thyroid hormone receptor beta (Homo sapiens), P10828 | TRbeta-SRC2 peptide binding, fluorescence polarization; receptor liganded with 1 µM T3 | Potency, µM (series often up to 106 µM), inactives show at the highest dose activity change, negative = inhibition, most hits filed as inhibitors | actives 0.065% (n = 280,000) | AID 1469, 2008;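 note: plate controls were bound peptide for no effect and peptide without receptor for full effect; nearly all actives have a fitted effect of over 50% in size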
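Each compound concentration gave % activity, normalized to unbound and bound Texas Red SRC2 controls, from polarization read after 5 hr ambient incubation with T3-loaded human TRb LBD.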
L3MBTL1 inh: qHTS Assay for the Inhibitors of L3MBTL1 | Potency, µM (highest dose often 57.1 µM), without a hit: at the highest dose activity, negative = inhibition, most hits filed as inhibitors | actives 0.66% (n = 230,000) | AlphaScreen L3MBTL1–H3K9me1 peptide binding | Lethal(3)malignant brain tumor-like protein 1 (Homo sapiens), Q9Y468; note: nearly all actives have a fitted effect of over 60% in size
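First, the protein-peptide complex forms for 30 min at room temperature (L3MBTL1 50 nM, biotinylated H3K9me1 peptide 75 nM). Next, compounds are pin-transferred and incubated 30 min. Finally, AlphaScreen beads are added and read after 30 min.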
Tau fibril ThT: qHTS for Inhibitors of Tau Fibril Formation, Thioflavin T Binding; recombinant tau K18 P301L, heparin-induced fibrillization, ThT fluorescence; Potency, µM (titrated, usually from 57.4 µM), for the others: top-dose activity, negative = inhibition, usual class: inhibitors; actives 2.1% (n = 270,000); note: nearly all actives have a fitted effect of over 55% in size
Target sequence (P10636 561-689 P618L limits assumed): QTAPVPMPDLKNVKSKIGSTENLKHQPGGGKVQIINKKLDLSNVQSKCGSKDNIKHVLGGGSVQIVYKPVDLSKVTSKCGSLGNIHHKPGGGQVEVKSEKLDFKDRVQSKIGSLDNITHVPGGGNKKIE
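ThT emission at 510 nm, taken 1 hr after adding 30 uM dye, quantifies aggregates formed when 20 uM heparin acts on human tau K18 P301L for 6 hr at 37 C.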
Tau fibril FP: qHTS for Inhibitors of Tau Fibril Formation, Fluorescence Polarization; actives 0.39% (n = 280,000); Potency, µM (top dose mostly 57.7 µM), without a hit: top-dose activity, negative = inhibition, most hits filed as inhibitors; K18 P301L tau heparin fibrillization, Alexa594 FP, 6 h; AID 1468, 2008; Microtubule-associated protein tau (Homo sapiens), P10636; note: nearly all actives have a fitted effect of over 55% in size
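FP of Alexa 594-tau after heparin (20 uM) induction. Substrate: human K18 P301L, 15 uM unlabeled, 0.24 uM labeled. Buffer 100 mM sodium acetate pH 7. 6 hr, 37 C.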
TR SRC2 fluor cs: Total Fluorescence Counterscreen for Inhibitors of the Interaction of Thyroid Hormone Receptor and Steroid Receptor Coregulator 2. TRb/SRC2 Texas Red total fluorescence interference. Potency, µM (series often up to 106 µM), for the others: at the highest dose fluorescence change, negative = quenching. actives 0.29% (n = 280,000); active = well fitted curve in either direction with a large enough effect; inconclusive = small, poorly fitted or top-dose-only effect
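Human TRb ligand-binding domain at 0.6 uM with 20 nM Texas Red SRC2 peptide in Tris buffer containing 1 uM T3 and 5% DMSO, incubated with compound 5 h at ambient temperature. Total fluorescence (555/632 nm) calculated as parallel + 2 × perpendicular.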
aGal spleen mod: qHTS Assay for Inhibitors and Activators of Human alpha-Galactosidase From Spleen Homogenate; human spleen homogenate, 4MU-alpha-Gal fluorescence, 40 min; actives 0.008% (n = 240,000); Potency, µM (top dose mostly 80 µM), for inactives: top-dose activity change, negative = inhibition, most hits filed as inhibitors; Alpha-galactosidase A (Homo sapiens), P06280;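 note: 0% = enzyme with vehicle and -100% = no enzyme basal signal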
Target sequence (P06280 32-429 limits assumed): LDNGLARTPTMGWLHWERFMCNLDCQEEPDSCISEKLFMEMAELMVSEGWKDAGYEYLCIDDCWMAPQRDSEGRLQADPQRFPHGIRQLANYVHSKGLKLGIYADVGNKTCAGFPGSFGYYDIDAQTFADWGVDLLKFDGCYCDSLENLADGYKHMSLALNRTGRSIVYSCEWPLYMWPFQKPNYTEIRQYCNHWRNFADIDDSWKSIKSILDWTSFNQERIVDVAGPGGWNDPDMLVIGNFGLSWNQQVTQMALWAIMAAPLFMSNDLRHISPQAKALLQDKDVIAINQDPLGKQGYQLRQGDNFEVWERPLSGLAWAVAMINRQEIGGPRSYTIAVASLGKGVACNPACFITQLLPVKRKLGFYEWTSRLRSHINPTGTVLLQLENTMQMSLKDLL
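qHTS titration in buffer at pH 5.0. Alpha-galactosidase activity in spleen homogenate was measured via 4-methylumbelliferone release from 1 mM fluorogenic substrate after 40 min at 37C and a pH 10 stop. AC50 came from Hill fits of control-normalized data.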
ALDH1A1 inh: qHTS Assay for Inhibitors of Aldehyde Dehydrogenase 1 (ALDH1A1). Potency, µM (doses to about 75.3 µM), inactives show at the highest dose activity, negative = inhibition, actives largely listed as inhibitors. Purified ALDH1A1, NADH fluorescence, propionaldehyde substrate. Aldehyde dehydrogenase 1A1 (Homo sapiens), P00352. AID 1030, 2008. actives 7.3% (n = 220,000); active = well fitted inhibition curve with a large enough effect, not every such curve was filed as active; inconclusive = small, poorly fitted or top-dose-only effect, or another doubt; inactive = no such curve, though single readings can be large or run the other way;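 note: plate controls were no enzyme wells and a reference inhibitor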
Target sequence (P00352 whole entry, looked up): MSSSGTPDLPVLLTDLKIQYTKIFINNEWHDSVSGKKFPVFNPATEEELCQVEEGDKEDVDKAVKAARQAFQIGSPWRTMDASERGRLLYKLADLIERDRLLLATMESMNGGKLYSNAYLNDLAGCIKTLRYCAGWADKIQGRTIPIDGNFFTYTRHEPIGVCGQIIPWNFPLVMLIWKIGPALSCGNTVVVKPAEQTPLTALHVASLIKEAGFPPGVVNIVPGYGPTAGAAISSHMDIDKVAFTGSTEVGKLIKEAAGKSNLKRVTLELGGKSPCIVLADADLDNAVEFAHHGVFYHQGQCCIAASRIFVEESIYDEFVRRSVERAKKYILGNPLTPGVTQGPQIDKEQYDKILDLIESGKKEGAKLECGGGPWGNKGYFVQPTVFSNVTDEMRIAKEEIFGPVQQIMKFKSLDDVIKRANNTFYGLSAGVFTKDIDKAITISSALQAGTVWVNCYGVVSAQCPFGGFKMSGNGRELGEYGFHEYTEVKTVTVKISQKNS
The depositor's hits bear a star; u = inconclusive; x = not tested or not shown; & = joins results of further samples; [ ] = remark or other dose. Unless noted, calls come from the whole dose curve; as a rule, active = well fitted curve in the direction sought with a large enough effect; inconclusive = small, poorly fitted or top-dose-only effect, or another doubt; inactive = no such curve, though single readings can be large; an effect the other way counts as inactive or inconclusive. Unless noted, % is set by controls: 0 for no effect and ±100 for the full control effect; potency is the fitted concentration of half-maximal effect. These rows are one share of the data. The share of hits here may be higher or lower than overall.

Molecule | Tau fluor cs | Tau fibril ThT | ALDH1A1 inh | aGal spleen mod | L3MBTL1 inh | Tau fibril FP | TRb-SRC2 inh | TR SRC2 fluor cs
O=C1NC(=O)N(CCc2ccc(F)cc2)C(=O)/C1=C/C=C/c1ccccc1 | u | x | x | 6% | x | u | 15% | 2%
CN(C)c1ccc(C=C2C(=O)NC(=S)NC2=O)cc1[N+](=O)[O-] | u | 32µM* | 11µM* | 1% | -29% | u | 3% | 0%
CCN(CC)CCN=Cc1c(O)n(CCc2ccccc2)c(=O)[nH]c1=O | 7% | 0% | 3% | 9% | 1% | 1% | 2% | 2%
CC(C)(C)c1o[nH]c(=O)c1CC(N)C(=O)O (stereo unspecified) | -4% | -7% | 5% | -4% | 3% | 4% | -8% | -3%
CCOC(=O)C1C2c3ccccc3O[C@@]1(C)N=C1SCC(=O)N12 (stereo partly specified) | -6% | -4% | 1% | 3% | 35%[activator] | 0% | -13% | -1%
CC(C)(C)NC(=S)/N=C(\N)N[N+](=O)[O-] | -7% | -7% | 2% | -6% | 0% | -4% | -5% | 0%
CCC(=NCc1cc(OC)cc(OC)c1)c1c(O)n(C2CCCCC2)c(=O)[nH]c1=O | -7% | -7% | x | -1% | 4% | 6% | -7% | 0%
CCOc1cc2[nH]c(=S)n(CCCC(=O)N3CCC4(CC3)OCCO4)c(=O)c2cc1OCC | 6% | 5% | u | 0% | 10% | 6% | -20% | 1%
O=C1NC(=O)C(=Cc2ccc(OCC(=O)N3CCOCC3)cc2)C(=O)N1 | -5% | u | 5µM* | 0% | -6% | u | -25% | -3%
CN(C)CCCN=Cc1c(O)n(CCc2ccccc2)c(=O)[nH]c1=O | -13% | -13% | 1% | 3% | x | -4% | -3% | -2%
CCCCCc1nc2c(c(=O)c3ccccc3n2C)c(=O)n1C1CCCCCC1 | -8% | u | 3.5µM* | 1% | -5% | 0% | -2% | -1%
CC(C)NS(=O)(=O)c1ccc(OCC(=O)N2CCN(Cc3ccc4c(c3)OCO4)CC2)c(Cl)c1 | -16% | -9% | 14% | -4% | x | 1% | -14% | 0%
C[C@@H]1CC2(CCCC[N+]2(C)C)C[C@H]1C | 3% | 3% | -7% | 0% | x | 6% | 4% | -2%
O=C(Nc1ccccc1C(F)(F)F)c1cccn(Cc2ccccc2)c1=O | -16% | -1% | x | x | x | -5% | -3% | 0%
CC[C@@]1(O)C(=O)OCc2c1cc1n(c2=O)Cc2cc3cc(O)ccc3nc2-1 | 0%&-11% | -5%&-7% | -9% | 9%&9% | x | 11%&1% | -1%&0% | -2%&-2%
Clc1ccc2c(c1)C(c1ccccc1Cl)=NCc1nnc(N3CCN(CCSc4ccccc4)CC3)n1-2 | -9% | u | u | 2% | 3% | -7% | -9% | 0%
C=CCn1c(O)c(C(CC)=Nc2cccc(C(=O)O)c2)c(=O)[nH]c1=O | -5% | -12% | x | 1% | -20% | 0% | 2% | -2%
Cc1nc(N2CCN(Cc3ccccc3)CC2)nc2c1C(=O)CC(C)C2 (stereo unspecified) | -4% | -15% | u | 13% | -7% | 0% | -14% | -2%
O=CN1CC2CC(C1)c1cccc(=O)n1C2 (stereo unspecified) | -10% | -6% | 3% | 6% | x | -5% | 0% | -1%
Cc1cccc(Cn2cccc(C(=O)Nc3nc4ccccc4s3)c2=O)c1 | -15% | -3% | x | x | x | u | 3% | -3%
COc1ccc(C2=CC(c3ccc(OC)c(OC)c3)c3c(c4ccccc4oc3=O)O2)cc1OC (stereo unspecified) | -26% | -16% | x | 0% | x | -8% | 9% | -3%
COc1ccc(CCn2c(O)c(C=NCCN3CCCCC3)c(=O)[nH]c2=O)cc1OC | 0% | -4% | -7% | -1% | x | 5% | -9% | -1%
N#CCCC#N | x | x | 28µM* | -3% | x | x | 3% | 1%
CCCCCSc1cc(OC)c(CCN)cc1OC | -14% | u | -13% | -18% | -2% | u | -2% | -14%
S=c1[nH]nc(-c2ccccc2)n1CC1CCCO1 (stereo unspecified) | 8% | 7% | u | 11% | x | 6% | -24% | -3%
Cc1c(/C=N/O)c2ccccc2n1C | 1% | -3% | 5% | 2% | 2% | 0% | -20% | 1%
CCn1c(=O)n(CC)c2cc([N+](=O)[O-])c(N3CCNCC3)cc21 | -9% | -19% | -19% | 0% | x | -3% | -1% | 2%
Cc1c(N=Nc2c(O)[nH]c(=O)[nH]c2=O)c(=O)n(-c2ccccc2)n1C | -7% | u | -90% | -30% | -23% | u | 0% | -4%
O=C(O)Cc1cnc[nH]1 | u | -22%&-10%&-3% | -10% | 1%&4%&9% | x | u | -4%&-3%&-5% | -1%&-1%&0%
Nc1ccc2c3c(cccc13)CC2 | u | u | u | 9% | -8% | -9% | -3% | 5%

Structures listed so far that have an aryl thioether with sulfur outside any ring, in the order listed:
Molecule | Tau fluor cs | Tau fibril ThT | ALDH1A1 inh | aGal spleen mod | L3MBTL1 inh | Tau fibril FP | TRb-SRC2 inh | TR SRC2 fluor cs
Clc1ccc2c(c1)C(c1ccccc1Cl)=NCc1nnc(N3CCN(CCSc4ccccc4)CC3)n1-2 | -9% | u | u | 2% | 3% | -7% | -9% | 0%
CCCCCSc1cc(OC)c(CCN)cc1OC | -14% | u | -13% | -18% | -2% | u | -2% | -14%

Following part:
Molecule | Tau fluor cs | Tau fibril ThT | ALDH1A1 inh | aGal spleen mod | L3MBTL1 inh | Tau fibril FP | TRb-SRC2 inh | TR SRC2 fluor cs
Cc1ccsc1C(=O)C1CCCN(Cc2ccc(O)cc2)C1 (stereo unspecified) | -7% | -4% | 0% | 2% | 0% | -7% | 1% | -1%
Cn1c(O)c(C(c2ccncc2)c2c(O)n(C)c(=S)n(C)c2=O)c(=O)n(C)c1=S | -25% | u | 7% | 2% | x | 3% | 1% | -6%
COCCOC(=O)C1=C(N)OC(C)=C(C(=O)OC)C12C(=O)Nc1ccccc12 (stereo unspecified) | -7% | u | 7% | 2% | -2% | -12% | 5% | -2%
COc1ccc(-n2c(=O)[nH]c3ccccc3c2=O)c(OC)c1 | -15% | -7% | 2% | 10% | -1% | 4% | 1% | -8%
CSc1nc2ccc(C)cc2c(=O)n1-c1cccnc1 | -3% | 3% | x | 0% | -1% | -1% | -2% | 2%
CCOc1ccc(C2(C#N)CC[N+](C)(C)CC2)cc1 | 0% | 1% | -1% | 6% | 8% | 0% | -9% | -2%
O=C(Nc1ccc(Cl)cc1)Nc1nccs1 | u | u | 11% | -7% | -2% | -13% | -10% | 1%
CS(=N)(=O)CC[C@H](N)C(=O)O (stereo partly specified) | -13% | -9% | 3% | -27% | x | -3% | -1% | -5%
CCCc1nc2ccccc2c(=O)n1-c1ccc(OC)cc1 | -2% | -4% | 9% | -8% | -1% | 1% | -8% | -2%
CCBr | x | x | u | -2% | x | x | 5% | -1%
CCCN(CCC)C(=O)Cc1c(-c2ccc(Cl)cc2)nc2c(Cl)cc(Cl)cn12 | -4% | -1% | 6% | 7% | 5% | -2% | 7% | -19%
O=[N+]([O-])CCO | x | x | 18µM* | 2% | -2% | x | -10% | -2%
O=C1CC(=O)N(Cc2ccccc2)C(=O)N1CCCCCCN1C(=O)CC(=O)N(Cc2ccccc2)C1=O | 1% | -11% | -2% | 4% | -24% | u | 3% | -10%
CC(=O)Nc1ccccc1C(=O)OCC(=O)c1ccc2ccccc2c1 | 0% | 6% | u | 1% | -1% | 7% | 8% | 2%
O=C(Nc1ccccc1Cl)OC1CN2CCC1CC2 (stereo unspecified) | 4% | 11% | 10% | 8% | 6% | 3% | -3% | 0%

Profiles, looked up by structure. Screens in order: Tau fluor cs | Tau fibril ThT | ALDH1A1 inh | aGal spleen mod | L3MBTL1 inh | Tau fibril FP | TRb-SRC2 inh | TR SRC2 fluor cs
Listed for O=C(Nc1ccc(Cl)cc1)Nc1nccs1 : u | u | 11% | -7% | -2% | -13% | -10% | 1%
Listed for O=C(Nc1ccccc1Cl)OC1CN2CCC1CC2 (stereo unspecified) : 4% | 11% | 10% | 8% | 6% | 3% | -3% | 0%

Next structures
Molecule | Tau fluor cs | Tau fibril ThT | ALDH1A1 inh | aGal spleen mod | L3MBTL1 inh | Tau fibril FP | TRb-SRC2 inh | TR SRC2 fluor cs
Cn1c(O)c(C(=O)c2ccccc2F)c(=O)n(C)c1=O | -21% | u | -7% | 0% | x | u | 6% | -1%
CN1C[C@@H](CO)C=C2c3cccc4[nH]cc(c34)CC21 (stereo partly specified) | u | u | u | 2%&2% | x | -7% | -8%&-5% | -1%&-1%
O=CC=O | x | x | u | -19% | x | x | 6% | -4%
CN1CC[C@@]2(c3cccc(O)c3)Cc3nc4ccccc4cc3C[C@H]2C1 | -1% | -9% | -2% | -11% | x | 3% | -7% | -1%
CCCCn1c(O)c(C(C)=NCc2ccc(F)cc2)c(=O)[nH]c1=O | -6% | -17% | 8% | -7% | -4% | -4% | -2% | -2%
Cc1ccc(NP(=O)(Oc2ccccc2F)Oc2ccccc2F)cc1C | -22% | -2% | -6% | -1% | 3% | -1% | 5% | 0%
CN1/C(=C\C=C2C(=O)NC(=S)NC2=O)C(C)(C)c2ccccc21 | u | 20% | 8% | 4% | 4% | u | -8% | 1%
O=[N+]([O-])NC1=NCN(Cc2ccco2)CN1Cc1ccco1 | -5% | -7% | 7% | 10% | -4% | 6% | -2% | -1%
CN1CCN(c2cc(N3CCCC3)c([N+](=O)[O-])cc2F)CC1 | -7% | u | u | -11% | -4% | -6% | -10% | -3%
O=C(N/N=C/c1c(O)n(Cc2ccccc2)c(=O)[nH]c1=O)c1ccccc1 | -13% | u | u | 1% | -4% | -2% | -1% | -1%
NC(=O)Cn1cc(C(=O)c2ccccc2F)c2ccccc21 | 11% | 5% | u | -3% | 52%[activator] | 4% | 2% | -2%
C=C(C=O)C[C@@H]1C[C@H](O)C2OC3C[C@]4(C)OC5/C=C\CC6OC7C(CC=CCC6OC5CCCC4OC3CC2O1)OC1CC2OC3CC(=O)OC3C[C@@H](C)C[C@@]2(C)OC1C[C@@H]7C (stereo partly specified) | -15% | 3.5µM* | x | 3% | 7% | 4µM* | -1% | 1%
